Screening results: PubChem BioAssay, several laboratories
GPR35 arrestin U2OS: inhibition of zaprinast-stimulated GPR35 beta-arrestin translocation – imaging, U2OS, beta-arrestin-GFP, zaprinast agonist, primary screen (AID 2058); U2OS GPR35 beta-arrestin-GFP translocation imaging, zaprinast antagonism; higher % means a stronger effect; 290,000 compounds, 0.052% hits; one-dose inhibition, % at 10 µM; IC50 in µM for titrated hits;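 active = inhibition of at least 50% with at least 30 cells and total cytoplasm GFP at most 10,000,000; inconclusive = under 30 cells or total GFP of 10,000,000 plus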
T cell modulator: T cell immune modulators affecting CD8 T cell-vesicle binding. 2C CD8+ T cell-vesicle binding, flow cytometry; active compounds read low. calls only at 7 µM. 330,000 compounds, 0.068% hits;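 active = response, share of CD8 T cells binding vesicles, and their 90th percentile fluorescence all below set limits, cut at about 80% in these data, passing the limit was not always enough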
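Benchmarks: naked versus QL9-loaded vesicles / Assay system: purified 2C TCR transgenic mouse naive CD8+ T cells / Technique: high-throughput flow cytometry with anti-B7-1 and anti-CD8 staining / Timing: Cell–vesicle co-incubation 1.5 h at 37 °C, staining 20 min on ice / Read-out: percent CD8+ FL2 mean versus row control / Probe or stimulus: QL9-loaded Drosophila micro-vesicles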
MgcRacGAP inhibition: MgcRacGAP GTPase-activating activity inhibitors, confirmation, biochemical, ADP Hunter fluorescence | MgcRacGAP-stimulated Rac1 GTP hydrolysis, ADP Hunter fluorescence; higher % means a stronger effect; GST-tagged Rac1 F28L mutant substrate | inhibition, % at 30 µM, or IC50 in µM where a hit was titrated | 340,000 compounds, 0.6% hits | AID 624330;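 active = first-screen hits whose inhibition reached a set limit at any dose in the follow-up dose series; inconclusive = inhibition above the set first-screen limit but never retested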;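 also: fluorescence reports GDP produced by GAP-driven GTP hydrolysis; strong numbers were not always called active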
GPR55 antagonists: inhibition of LPI-stimulated GPR55 beta-arrestin translocation – imaging, U2OS, beta-arrestin-GFP, LPI agonist, primary screen (AID 2013). U2OS GPR55 beta-arrestin-GFP translocation imaging, LPI antagonism; higher % means a stronger effect. inhibition, % at 10 µM, or IC50 in µM where a hit was titrated. 290,000 compounds, 0.13% hits;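 active = spots per cell inhibited over 60%, with over 100 cells counted and total cytoplasm intensity under 500,000; inconclusive = wells with under 100 cells, flagged as likely toxic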;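 also: U2OS cells stably carrying GPR55 and arrestin-GFP stimulated by 5 µM LPI near EC80; imaged beta-arrestin-GFP aggregate spots per cell after agonist stimulation; plate controls were LPI-stimulated DMSO wells for no effect and DMSO wells without LPI for full effect; some results filed as inactive read as strong as hits; confirmed hits need IC50 under 10 µM and bright autofluorescent wells are also inconclusive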
GPR55 beta-arrestin: GPR55 agonists via beta-arrestin recruitment, primary screen, imaging, U2OS cells, beta-arrestin-GFP redistribution (AID 1961); U2OS GPR55 beta-arrestin-GFP redistribution imaging; higher % means a stronger effect; activation, % at 10 µM; hits with a dose series show EC50 in µM; 290,000 compounds, 0.048% hits;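 active = activation above 40% with more than 50 cells counted in the well; inconclusive = wells holding fewer than 50 cells, flagged as toxic or sparse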;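 also: U2OS osteosarcoma cells stably expressing GPR55 and beta-arrestin-GFP; plate controls were DMSO negative control for no effect and LPI positive control for full effect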
Lipid droplet: hepatic lipid droplet formation modulation; 240,000 compounds, 0.4% hits; inhibition, % at 6.5 µM; AML12 mouse hepatocytes, oleate lipid droplets, BODIPY imaging;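 active = lipid droplet intensity inhibited by at least 50%, with more than 500 cells counted; inconclusive = wells with under 300 cells, treated as cytotoxic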
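Test system: AML12 mouse liver cells; schedule: overnight exposure; technique: high-content imaging of BODIPY-stained droplets and DAPI nuclei; read-out: % inhibition of corrected integrated BODIPY droplet signal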
LYP inhibition: inhibitors of LYP phosphatase, biochemical, fluorescence intensity, uHTS (AID 1779); recombinant LYP phosphatase, fluorescence intensity; higher % means a stronger effect; inhibition, % at 11.5 µM, or IC50 in µM where a hit was titrated; 290,000 compounds, 0.054% hits; in the data active = inhibition above about 50%;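 also: plate controls were vehicle with enzyme for no effect and no enzyme for full effect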
NTR1 ag: agonists of NTR1, primary screen, imaging, U2OS cells, beta-arrestin-GFP, high content (AID 493036); P30989; NTR1-U2OS beta-arrestin-GFP spot imaging, agonist mode; activation, % at 20 µM; 330,000 compounds, 0.17% hits;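 active = activation at or above 40% of the spot to cytoplasm intensity ratio, with at least 20 cells analyzed; inconclusive = wells under 20 cells, flagged as cytotoxic or low count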;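 also: 0% = DMSO without peptide and 100% = 100 nM NTR1 peptide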
Target sequence (P30989 whole entry, looked up): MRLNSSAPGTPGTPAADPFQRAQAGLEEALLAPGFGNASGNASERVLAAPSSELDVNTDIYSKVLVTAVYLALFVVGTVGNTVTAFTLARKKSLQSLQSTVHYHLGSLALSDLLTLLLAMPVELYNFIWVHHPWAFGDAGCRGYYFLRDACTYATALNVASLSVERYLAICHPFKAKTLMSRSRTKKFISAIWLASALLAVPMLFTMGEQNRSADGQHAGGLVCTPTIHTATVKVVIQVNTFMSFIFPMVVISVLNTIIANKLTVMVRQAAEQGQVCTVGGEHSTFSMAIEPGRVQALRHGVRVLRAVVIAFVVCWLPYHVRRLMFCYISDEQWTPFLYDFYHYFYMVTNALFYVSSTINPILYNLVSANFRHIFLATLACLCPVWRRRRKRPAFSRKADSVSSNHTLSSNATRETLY
SV40 large T antigen: SV40 large T antigen inhibitors, biochemical (AID 1903). SV40 large T antigen ATPase/helicase inhibition assay; higher % means a stronger effect. inhibition, % at 20 µM; hits with a dose series show IC50 in µM. 310,000 compounds, 0.39% hits; in the data active = a potency from the dose series; inconclusive = inhibition mostly from about 32% at the one dose, without a potency; inactive = the rest, 99 in 100 with inhibition below about 32%; also: strong numbers were not always called active
Lipid droplet cells 6.5 µM: further read-out of Lipid droplet, marked with its call; cell count; measured here: cell count, cytotoxicity flag;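 cells counted across two imaged fields per well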
T cell modulator vesicle-bound %: second read-out of T cell modulator, no call of its own (marks repeat the call); double positive events, %; measured here: CD8+ vesicle-bound cell fraction;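 binding gate set so that unloaded-vesicle control wells show 10% double positive cells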
NTR1 ag cell count 20 µM: recorded beside NTR1 ag, whose call it bears; cell count; measured here: cell count, cytotoxicity flag
* marks the source's active call; other numbers are inactive results; i = inactive; u = inconclusive; x = not tested or not shown.

SMILES | GPR35 arrestin U2OS | T cell modulator | T cell modulator vesicle-bound % | MgcRacGAP inhibition | GPR55 antagonists | GPR55 beta-arrestin | Lipid droplet | Lipid droplet cells 6.5 µM | LYP inhibition | NTR1 ag | NTR1 ag cell count 20 µM | SV40 large T antigen
Cc1ccc(C)n1-c1cccc(N)c1 | 7% | i | 24 | x | 18% | -0.2% | x | x | -2% | -2.0 | 57 | 18%
CC(=O)c1ccc(C(=O)N2CCCC(N3CCN(c4ccc(F)cc4)CC3)C2)s1 (centres undefined) | 2% | i | 38 | 5% | 11% | -0.2% | -6 | 642 | -7% | 1.2 | 80 | 6%
COc1ccccc1NC(=O)NCCCN1CCN(c2cccc(Cl)c2)CC1 | 7% | i | 30 | -5% | 10% | 0.3% | 12 | 754 | -5% | 3.7 | 66 | 8%
COc1cc(/C=C2\C(=O)N(c3ccc(NC(C)=O)cc3)N=C2c2ccccc2)ccc1O | -14% | i | 40 | 26% | 90%* | 4.9% | -3 | 617 | 10% | 0.4 | 47 | 14%
CCc1cccc(C)c1NC(=O)COn1nnc2ccc(C(F)(F)F)cc21 | 14% | i | 42 | 5% | 4% | 0.2% | 8 | 734 | -5% | 0.5 | 47 | 5%
CCc1ccc(NC(=O)CCc2c(C)nn(-c3ccc(N4CCCCC4)nn3)c2C)cc1 | 10% | i | 10 | 8% | 2% | -0.1% | 3 | 772 | -9% | 0.0 | 58 | 2%
FC(F)(F)c1cc(-c2ccco2)nc2ncnn12 | 8% | i | 3 | 10% | 4% | -0.1% | -6 | 691 | 42% | 0.3 | 56 | 9%
Cc1ccn2c(Nc3ccccc3)c(-c3ccccn3)nc2c1 | 4% | i | 56 | 41% | -4% | -0.5% | 2 | 742 | -1% | 3.6 | 47 | 17%
Cc1ccc(CCNC(=O)C2CCCN2S(=O)(=O)c2ccc3c(c2)CCC(=O)N3)cc1 (centres undefined) | 2% | i | 38 | 2% | 2% | 0.2% | -1 | 606 | 4% | -0.3 | 55 | 8%
COc1cccc(C(=O)C2CCCN(C(=O)c3cccc(C#CC(C)(C)O)c3)C2)c1 (centres undefined) | 12% | i | 51 | 11% | -13% | 1.7% | 2 | 666 | -3% | -0.9 | 71 | -4%
CCCOC(=O)c1[nH]c2c(c1C)C(=O)CC(c1cc(OC)c(OC)c(OC)c1)C2 (centres undefined) | 10% | i | 29 | 6% | 6% | 0.2% | -20 | 526 | 0% | -1.0 | 54 | 2%
Cc1ccc(OCC(=O)OCC(=O)c2c(N)n(C)c(=O)n(C)c2=O)cc1C | 8% | i | 25 | 10% | 8% | -0.1% | -9 | 817 | -5% | 0.3 | 44 | 7%
O=C(NCCCn1ccnc1)C(=O)NCC1OCCN1S(=O)(=O)c1ccccc1 (centres undefined) | 1% | i | 60 | 13% | -3% | 0.8% | 11 | 728 | -14% | 0.9 | 91 | 1%
CSc1nc2ccc(NC(=O)c3ccco3)cc2s1 | -14% | i | 13 | -1% | 2% | 0.3% | 9 | 646 | -2% | 0.6 | 47 | -4%
COc1ccc(Br)cc1CN1CCCC(C(=O)N2CCCCC2)C1 (centres undefined) | -7% | i | 41 | 28% | 8% | 0.2% | 7 | 777 | -7% | 4.0 | 101 | 11%
Cc1cc(C)c(NC(=O)COC(=O)C2=COCCO2)c(Cl)c1 | x | i | 38 | 2% | x | x | x | x | x | 0.6 | 56 | -3%
CS(=O)(=O)c1ccc(Cl)c(NC(=O)c2cc(S(=O)(=O)N3CCOCC3)ccc2N2CCCC2)c1 | x | i | 6 | 8% | x | x | x | x | x | 0.3 | 82 | 12%
Cn1nc(C(=O)NCCc2ccc(S(N)(=O)=O)cc2)c2c1-c1ccccc1S(=O)(=O)C2 | -9% | i | 14 | 10% | 0% | -0.3% | 11 | 752 | 1% | 0.3 | 63 | 15%
CCCCCN(C(=O)CSc1n[nH]c(-c2ccc(C)cc2)n1)c1c(N)n(CCCC)c(=O)[nH]c1=O | x | i | 53 | 13% | x | x | x | x | x | 0.2 | 79 | 14%
CCC(=O)N1CN(S(=O)(=O)c2ccc(C)cc2)CC1C (centres undefined) | 9% | i | 58 | 7% | 13% | -0.3% | x | x | -8% | 2.6 | 58 | 6%
CCOP(=O)(OCC)C(NC(=O)c1cccs1)c1ccccc1 (centres undefined) | 6% | i | 6 | 5% | -12% | 0.2% | -38 | 750 | -6% | -0.1 | 56 | -1%
COc1cccc(C2Nc3ccccc3NC3=C2C(=O)CC(C)(C)C3)c1OC (centres undefined) | -1% | i | 62 | 7% | -8% | -0.2% | -5 | 824 | -6% | 1.1 | 70 | 9%
O=C1CSc2ccc(S(=O)(=O)NCc3ccccc3)cc2N1 | -15% | i | 46 | 3% | 10% | 0.2% | 2 | 809 | -5% | 0.2 | 55 | 5%
Cc1ccc(C)c(NC(=O)C2CC3CCC2C3)c1 (centres undefined) | 3% | i | 34 | 7% | -1% | -0.3% | -2 | 821 | -5% | -0.6 | 51 | 23%
CSc1ccccc1NC(=O)C1=CC(c2cccs2)=NS(=O)(=O)N1C | 8% | i | 25 | 8% | 3% | -0.1% | 74* | 757* | -8% | 2.0 | 45 | 20%
COc1ccc(C(=O)Nc2c(C)csc2C(=O)O)cc1 | -8% | i | 58 | x | -3% | -0.1% | 29 | 682 | -9% | -0.1 | 31 | 10%
COCCn1c(SCc2cccnc2)nnc1-c1c[nH]c2ccccc12 | -2% | i | 31 | 1% | -17% | -0.2% | x | x | -6% | 1.9 | 92 | 5%
COc1ccc(CN(C)C(=O)c2ccc(NS(=O)(=O)c3ccc(C)c([N+](=O)[O-])c3)cc2)c(OC)c1OC | x | i | 39 | 7% | x | x | x | x | x | -1.2 | 70 | 26%
Cc1ccc(CN(CC(=O)N/N=C/c2ccco2)S(=O)(=O)c2ccc(C)cc2)cc1 | -4% | i | 34 | 10% | 6% | 0.1% | 11 | 790 | -6% | 0.3 | 47 | 8%
CCC(C)n1c(SCC(=O)Nc2ccccc2C(F)(F)F)nc2ccsc2c1=O (centres undefined) | 5% | i | 29 | -3% | -4% | -0.1% | x | x | -6% | 3.1 | 64 | -5%
Cn1c(=O)oc2cc(S(=O)(=O)NCCN3CCN(c4ccccc4F)CC3)ccc21 | 14% | i | 61 | 5% | -15% | -0.1% | x | x | -4% | 1.2 | 74 | 7%
CNC(=O)CCCN1C(=O)c2ccccc2Sc2ncccc21 | -17% | i | 44 | 13% | 5% | 0.0% | x | x | -5% | -1.7 | 99 | 8%
CCN1CCN(CCCNC(=O)c2ccc3c(Cl)c4c(nc3c2)CCCC4)CC1 | 14% | i | 2 | 15% | 9% | -0.2% | -3 | 709 | -14% | -0.1 | 58 | 12%
COc1cc(C2CC(=O)N3CN(Cc4ccccc4)CSC3=C2C#N)ccc1OCc1ccccc1 (centres undefined) | -11% | i | 52 | 9% | 9% | -0.1% | x | x | 2% | 4.0 | 75 | u
COc1ccc(C(=O)Nc2cc(C)c3c(=O)oc4ccccc4c3n2)cc1 | -4% | i | 23 | 1% | -2% | 0.2% | -5 | 588 | -2% | 7.1 | 67 | 1%
Cc1ccc(S(=O)(=O)Oc2ccc(N3C(=O)C4C5CCC(C5)C4C3=O)cc2)cc1 (centres undefined) | -2% | i | 38 | 5% | 5% | 0.0% | -2 | 688 | 3% | 0.0 | 37 | 15%
COc1ccc(CCN(C)C2CCCN(S(=O)(=O)c3ccccc3)C2)cc1OC (centres undefined) | 6% | i | 47 | 10% | 3% | -0.3% | -9 | 843 | 2% | -0.8 | 57 | 4%
Cc1nc(CNS(=O)(=O)c2ccc3c(c2)OCCO3)cs1 | -3% | i | 61 | 8% | 4% | 0.3% | x | x | -6% | -0.7 | 43 | 7%
NC(=O)c1ccc(NC(=O)c2cncn2-c2ccccc2)cc1 | 5% | i | 13 | 1% | -3% | -0.1% | -11 | 779 | -7% | 1.5 | 35 | 8%
Cc1onc(-c2ccccc2)c1C(=O)OCc1nnc(-c2ccccc2)o1 | x | i | 18 | 14% | x | x | x | x | x | -0.5 | 40 | 13%
COc1ccc2c(c1)sc(=N)n2C | -9% | i | 28 | 1% | -11% | -0.4% | 5 | 661 | -9% | 0.4 | 70 | 8%
COc1ccc(-c2nc(-c3cccc(C)c3)nc(N3CCN(C)CC3)c2C#N)cc1 | -2% | i | 51 | 8% | x | -0.1% | x | x | -5% | 5.8 | 52 | 10%
O=C(Nc1ccc(Br)cc1)C1C2C=CC3(O2)C1C(=O)N(CCN1CCCCC1)C3C(=O)NC1CCCCC1 (centres undefined) | -6% | i | 50 | 8% | 22% | 0.6% | -11 | 709 | -14% | -1.3 | 31 | 9%
Cn1ccnc1SCC(=O)c1ccc(Br)cc1 | 18% | i | 58 | 2% | 12% | -0.1% | x | x | -7% | 1.9 | 65 | 19%
O=C(COC(=O)CCCN1C(=O)c2ccccc2C1=O)Nc1ncc(Cl)cc1Cl | -5% | i | 57 | 7% | 16% | 0.7% | x | x | -2% | 0.1 | 59 | 14%
NC(=O)c1cc(N=Nc2c(N)[nH]n(-c3c(Cl)cc(Cl)cc3Cl)c2=O)ccc1Cl | 9% | i | 57 | 8% | -4% | 0.0% | -10 | 693 | -3% | 1.4 | 37 | 9%
O=C(NC1(C(F)(F)F)NC(=O)N(CC2CCCCC2)C1=O)c1ccco1 (centres undefined) | 17% | i | 14 | 11% | 9% | -0.2% | x | x | -6% | 1.3 | 61 | 0%
COc1ccc(/C=C/C(=O)NC(=S)Nc2ccc(S(=O)(=O)Nc3nccnc3OC)cc2)cc1 | 14% | i | 52 | 5% | 4% | -0.3% | 6 | 695 | 8% | 0.7 | 81 | 4%
